DAX1 inh-1: inhibits human nuclear receptor DAX1. P51843. HEK293 Gal4-DAX1 luciferase reporter, luminescence. inhibition, % at 6.75 µM. hit rate 0.99% among 340,000. AID 504766;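 active means inhibition above the mean over all tested compounds plus 3 SD, cut at about 4.2% in these data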;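 further: 0% = DAX1-transfected cells with DMSO and 100% = empty-vector control cells with DMSO; inhibition shows as a rise in luminescence from relieved DAX1 repression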
ADAM17 inh: inhibits human ADAM17. P78536. recombinant ADAM17, EDANS/DABCYL FRET peptide cleavage. inhibition, % at 6.95 µM. hit rate 0.83% among 370,000. AID 720648;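 active means inhibition above the mean of compounds lying between control limits plus 3 SD, set per campaign, cut at about 8.5% in these data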;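 further: 0% = DMSO-only wells as the low control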
FXN GAA850 act: increases GAA850 frataxin promoter reporter activity | hit rate 0.56% among 360,000 | HEK293 lucGAA850 FXN promoter luciferase reporter, 24 h; percent of 10 µM SAHA response | AID 540364 | activation, % at 6 µM;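 active means activation above the average of all compounds screened plus 3 SD, cutoff fixed separately per campaign, cut at about 7.5% in these data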;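 further: 0% = DMSO wells and 100% = 10 µM SAHA wells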
PLC-gamma1 inh: blocks human PLC-gamma1 enzyme activity | P19174 | purified PLC-gamma1, fluorogenic substrate, fluorescence | inhibition, % at 12.2 µM | hit rate 0.84% among 370,000 | AID 720700; in the data active means inhibition above about 9.5%
hcDAF12 agonist: activates DAF-12 receptor from parasite H. contortus | hit rate 1.4% among 370,000 | activation, % at 6.8 µM | HEK293 hcDAF-12 lit1-tk-luc reporter, luminescence; 0% DMSO, 100% Δ7-dafachronic acid;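 active means activation above the mean of all tested compounds plus 3 SD, cut at about 5.5% in these data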;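 further: 100% = response to 3 µM Δ7-dafachronic acid high control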
hgDAF-12 ag: activates the H. glycines DAF-12 receptor ligand-binding domain | activation, % at 6.8 µM | HEK293 GAL4-hgDAF12 UAS-luciferase reporter, agonist luminescence; normalized to butyrate control | hit rate 1.8% among 370,000;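 active means activation above a cutoff set at the mean of all screened compounds plus 3 SD, cut at about 10% in these data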;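 further: 0% = DMSO wells and 100% = sodium butyrate wells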
ssDAF-12 act: S. stercoralis DAF-12 activation, primary screen; hit rate 1% among 370,000; HEK293 ssDAF-12/GRIP1 lit1-tk-luc reporter, luminescence; % of 3 µM dafachronic acid response; activation, % at 6.8 µM;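 active means activation above the mean over all tested compounds plus 3 SD, cut at about 0.9% in these data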;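 further: 0% = DMSO-only wells and 100% = 3 µM delta7-dafachronic acid wells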
ADAM10 inh: inhibitors of human ADAM10; hit rate 0.62% among 370,000; recombinant ADAM10, EDANS/DABCYL FRET peptide cleavage, 3 h; inhibition, % at 7 µM; O14672; AID 720582;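 active means inhibition above a per-campaign cutoff equal to the mean of compounds falling between control-based bounds plus 3 SD, cut at about 20% in these data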;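 further: 0% = DMSO wells while the 100% control is not disclosed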
PLC-beta3 inh: inhibitors of human phospholipase C beta3 | Q01970 | Purified PLC-beta3, fluorogenic substrate, fluorescence | inhibition, % at 12.2 µM | hit rate 0.18% among 370,000; in the data active means inhibition above about 11%;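 further: 0% = median of compound wells on plate and 100% = full blocker control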
DAX1 inh-2: DAX1 (NR0B1) inhibition, primary screen; HEK293T StAR-luciferase reporter, SF-1/DAX-1 repression relief; inhibition, % at 6.8 µM; hit rate 1.1% among 370,000; AID 652010;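 active means inhibition above the mean over all tested compounds plus 3 SD, cut at about 3.6% in these data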;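 further: 0% = DAX-1 cells with DMSO and 100% = cells lacking DAX-1 with DMSO; higher inhibition means more luminescence from relief of DAX-1 repression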
HGIII-sPLA2 inh: Inhibits HGIII-sPLA2 liposome hydrolysis, primary screen | hit rate 0.56% among 370,000 | Q9NZ20 | QFRET BODIPY PC-A2 liposome hydrolysis, fluorescence | inhibition, % at 12.2 µM;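 active means inhibition above mean plus 3 SD of compounds lying within the high and low control bounds, cut at about 19% in these data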;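 further: 0% = median of test compound wells and 100% = no enzyme DMSO wells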
* hit, by the source's call; x = no result given.

| smiles | ssDAF-12 act | PLC-gamma1 inh | FXN GAA850 act | DAX1 inh-1 | hcDAF12 agonist | DAX1 inh-2 | hgDAF-12 ag | ADAM17 inh | ADAM10 inh | HGIII-sPLA2 inh | PLC-beta3 inh |
| --- | --- | --- | --- | --- | --- | --- | --- | --- | --- | --- | --- |
| COc1ccc(-c2nnc(SCC(=O)NC3CC3)o2)c(OC)c1 | -0.8 | 9 | 3.8 | -0.7 | 0.6 | 4.3* | 2.3 | 7 | 3 | 9 | 0 |
| COc1cccc(CNC(=O)Cn2cc3c(n2)CCCCC3)c1 | -1.5 | 1 | 3.7 | -0.9 | -0.4 | 1.0 | -3.0 | 0 | -9 | -1 | 2 |
| CC(=O)Nc1ccc(C(=O)COC(=O)c2nc3nc(C)cc(C)n3n2)cc1 | -1.1 | -4 | 0.7 | -0.5 | -0.6 | 2.1 | -0.2 | 1 | -21 | 17 | -11 |
| CCOc1ccc(S(=O)(=O)Nc2ncn[nH]2)cc1 | -0.6 | -2 | 0.5 | 0.0 | -0.6 | -0.2 | 3.8 | -4 | 1 | 7 | -10 |
| COc1cc2nc(CN(C)CC(=O)Nc3ccc(N4CCOCC4)cc3)[nH]c(=O)c2cc1OC | -1.2 | -18 | -3.1 | -0.6 | 0.1 | -1.0 | 0.0 | -4 | -3 | 6 | -22 |
| CC(C)N1CCc2c(sc(NC(=O)CCS(=O)(=O)c3ccccc3)c2C(N)=O)C1 | -0.6 | -13 | -2.2 | 1.4 | -0.6 | 0.9 | -1.3 | -21 | -51 | 2 | -22 |
| O=C(O)c1ccccc1Sc1ccccc1S(=O)(=O)NC1CCCCC1 | -1.0 | 1 | 0.5 | x | -1.5 | -0.4 | -0.1 | 3 | -5 | -7 | -6 |
| CC(Nc1c([N+](=O)[O-])c(=O)oc2ccccc12)C(Cl)c1ccccc1 (centres undefined) | -1.1 | 8 | -6.2 | 1.2 | 0.8 | -1.1 | -0.8 | -4 | 7 | 3 | 3 |
| Cc1sc2c(c1C)CN(CCN1CCOCC1)CN2C(=O)c1ccccc1 | 0.8 | -21 | 0.6 | 2.3 | 9.6* | 0.7 | 9.0 | -2 | -9 | 2 | -31 |
| Fc1ccc(CNC(=S)NC2CCCCCC2)cc1 | -1.8 | -3 | -0.8 | 0.4 | -1.2 | -1.4 | -1.4 | -1 | -6 | 9 | -5 |
| NS(=O)(=O)c1ccc(N=Cc2ccc(Br)s2)cc1 | -0.2 | 4 | 1.0 | -0.6 | -0.7 | 0.0 | -0.2 | -1 | 6 | -1 | 4 |
| CC(C)Sc1cc(Cl)nc(NC(=O)Nc2ccccc2)n1 | -1.5 | 1 | 2.3 | -1.0 | 2.1 | 0.7 | -0.6 | -4 | -2 | -1 | -4 |
| COc1cc(SC)ccc1C(=O)NCCCOC(C)C | -1.4 | 1 | -0.7 | 0.2 | 0.7 | 0.5 | -0.2 | 0 | -5 | 1 | 2 |
| CC(C)CNC(=O)CC(=O)N/N=C/c1ccc(F)cc1 | -1.0 | -1 | 0.3 | -0.4 | -2.6 | -0.1 | 0.3 | -1 | -2 | -8 | -4 |
| O=C(CSc1nnc(NC(=O)c2cc(Br)ccc2Cl)s1)NCC1CCCO1 (centres undefined) | -1.0 | -1 | -0.5 | 0.8 | -0.1 | -0.6 | -0.9 | 2 | 3 | -7 | -7 |
| CCOC(=O)C1=CCC2C(=O)N(Cc3ccccc3)C(=O)C12 (centres undefined) | -0.4 | -3 | x | x | -0.7 | -1.3 | -0.3 | -2 | -4 | -5 | 1 |
| O=C(Nc1nc(-c2ccccc2)cs1)c1ccccc1NS(=O)(=O)c1ccc(F)cc1 | -2.6 | -169 | -7.8 | -4.5 | -3.9 | -3.6 | -12 | -102 | -204 | -123 | -212 |
| COc1ccc(N2CCN(C(=O)C3CCN(C(=O)c4ccccc4Cl)CC3)CC2)cc1 | -1.1 | 2 | 1.3 | -0.9 | -1.2 | 0.0 | -0.2 | -2 | -8 | -1 | -3 |
| CC(=O)c1cccc(NC(=O)CC2CCCC2)c1 | -1.0 | 3 | 1.5 | -0.1 | -0.3 | -0.1 | -3.0 | 3 | 6 | 0 | -6 |
| C[C@@H]1O[C@@H](OC[C@H]2O[C@@H](Oc3c(-c4ccc(O)cc4)oc4cc(O)cc(O)c4c3=O)[C@H](O)[C@@H](O)[C@@H]2O)[C@H](O)[C@H](O)[C@H]1O | -0.8 | 5 | 3.0 | -0.1 | -1.1 | 0.4 | -1.9 | 0 | -11 | 4 | 6 |
| COc1ccc(OCC(=O)NNC(=O)C2CCN(c3ncnc4sc(C)c(C)c34)CC2)cc1 | -1.4 | -2 | 0.5 | 0.3 | -0.8 | -0.7 | 1.4 | -1 | -8 | -5 | -5 |
| CCc1nc2ccc(C(=O)N3CCN(c4cc(C)ccc4C)CC3)cc2nc1CC | -1.3 | 4 | 3.0 | 0.0 | -2.5 | -0.1 | -1.9 | -3 | 8 | -3 | -7 |
| O=C(Nc1ccncc1)c1c(F)c(F)c(F)c(F)c1F | -1.3 | 3 | 2.3 | 2.8 | -2.8 | 0.1 | -0.9 | 3 | 8 | 0 | -7 |
| C/C(=N\Nc1ccc2nncn2n1)c1ccc(Br)s1 | -0.8 | -4 | -1.5 | 1.5 | -0.2 | -0.1 | -0.9 | -5 | -8 | 6 | -8 |
| CC(Oc1ccccc1)C(=O)NC1CCSc2ccccc21 (centres undefined) | -1.1 | 1 | 0.7 | -0.5 | 0.1 | 1.4 | 1.4 | -5 | -2 | 4 | -4 |
| CC(=O)N(CCC1(c2ccc(C)cc2)CCOC(C(C)C)C1)Cc1ccco1 (centres undefined) | -1.4 | 2 | 0.7 | 2.3 | -1.6 | 0.3 | -0.9 | 1 | 4 | -7 | -6 |
| C[C@@H]1CN(c2ccc(N3CCN(C(=O)OC(C)(C)C)C[C@@H]3C)cc2C#N)CCN1Cc1ccccc1 | -0.5 | -76 | x | x | -1.7 | -1.9 | -1.5 | -11 | -57 | 1 | -102 |
| CCn1c(SCC(=O)c2[nH]c(C)c(C(C)=O)c2C)nnc1-c1ccccc1 | -1.8 | 0 | -2.7 | -3.1 | -3.8 | -1.6 | -2.4 | -2 | 1 | -22 | 0 |
| COC(=O)Cn1nc(-c2ccccc2)c2cccc(C(F)(F)F)c21 | -1.2 | -2 | x | x | -1.3 | x | 1.5 | -4 | -7 | -2 | 2 |
| N#CC(C(=O)CCN1C(=O)C2CC=CCC2C1=O)c1nc2ccccc2[nH]1 (centres undefined) | 0.1 | -1 | -0.6 | -0.5 | 0.1 | 0.5 | 1.7 | 2 | 4 | 4 | -11 |
| CCOc1ccc2nc(SC3CC(=O)N(c4ccc(OC)cc4)C3=O)sc2c1 (centres undefined) | -1.1 | -1 | 0.2 | -0.4 | -0.6 | 0.4 | 0.1 | -5 | 1 | -1 | 2 |
| COC(=O)c1ccc(S(=O)(=O)N2CCC(c3nc4ccccc4o3)CC2)cc1 | -1.0 | 2 | 0.2 | 0.1 | -1.1 | 0.2 | 1.2 | -5 | 0 | -1 | -1 |
| COc1ccc(C(=O)NCC(=O)NCC(=O)OCC(=O)c2ccc(Br)cc2)cc1 | -1.0 | 0 | -1.4 | 0.1 | -0.6 | -0.7 | -1.5 | -1 | 0 | 14 | -8 |
| O=C(Cn1nnc(-c2cccs2)n1)NCCc1ccccc1 | -0.9 | 4 | 1.0 | 0.2 | -0.6 | -0.1 | 0.7 | -2 | 3 | -6 | 3 |
| COc1ccc(NC(=O)CSc2nncn2C)c([N+](=O)[O-])c1 | -1.7 | 3 | -1.9 | 1.5 | -2.0 | -1.5 | 3.6 | -4 | 3 | -3 | 3 |
| CCCN1CCN(C(=O)C2CCN(S(=O)(=O)c3ccc4c(c3)NC(=O)C(C)S4)CC2)CC1 (centres undefined) | -1.0 | -4 | 1.0 | 0.1 | 0.9 | -0.8 | 0.9 | -1 | -12 | -9 | -8 |
| O=C(NC(c1ccc(Cl)cc1)c1cnccn1)C1CCN(Cc2ccc(Oc3ccccc3)cc2)CC1 (centres undefined) | -2.2 | 5 | -2.9 | x | -1.3 | 0.5 | -1.5 | -1 | 2 | -13 | 2 |
| O=C(NCc1ccco1)NC(=O)c1csc([N+](=O)[O-])c1 | -1.4 | 0 | 1.6 | 0.9 | -0.3 | -0.1 | 0.2 | 0 | -5 | 16 | -5 |
| O=S1(=O)N=C2CCCCCN2C(c2ccncc2)N1 (centres undefined) | -1.1 | 1 | 0.1 | 1.8 | -0.5 | -0.5 | 1.7 | -3 | -4 | -1 | 2 |
| CCOC(=O)c1ccc(N2CCOCC2)c(NC(=O)c2ccc3c(c2)OCO3)c1 | -0.6 | 0 | 2.6 | -0.6 | 2.5 | -1.5 | 0.2 | -6 | -13 | 2 | -9 |
| Cc1nnc(SCc2c(Cl)cccc2Cl)n(N)c1=O | -0.8 | 1 | 2.4 | 0.0 | -1.3 | 0.7 | 0.3 | 1 | 4 | 3 | 1 |
| CC(=O)O[C@H](COc1c2ccoc2cc2oc(=O)ccc12)C(C)(C)O | -1.1 | -92 | 1.6 | 1.2 | -1.2 | -0.4 | 3.4 | -135 | -492 | -4 | -124 |
| C[C@@H]1CN([C@@H](C)CO)C(=O)CCCn2nncc2CO[C@@H]1CN(C)C(=O)Nc1ccc(C(F)(F)F)cc1 | -0.8 | 5 | -1.0 | 1.7 | -0.1 | 0.1 | 0.4 | -3 | 1 | -9 | 1 |
| OCCCNc1ncnc2c1ncn2[C@H]1CN(Cc2ccco2)C[C@@H](CO)O1 | -1.5 | 1 | 0.8 | x | -1.3 | 0.1 | 0.2 | 1 | -10 | 9 | 1 |
| CN(CC1COc2ccccc2O1)C(=O)CSc1ncnc2sccc12 (centres undefined) | 0.0 | -5 | 3.0 | 0.1 | 0.7 | -0.7 | -2.8 | -1 | -3 | -5 | -6 |
| O=C(Nc1ccc([N+](=O)[O-])cc1)Nc1ccc(N2CCOCC2)c2nonc12 | -1.0 | 1 | 0.7 | 0.2 | -0.6 | 0.4 | 4.3 | 1 | 0 | 3 | 4 |
| N/C(=N\OC(=O)c1ccc(Cl)cc1Cl)c1cccnc1 | -0.6 | -1 | 7.5 | 3.0 | 0.6 | 2.5 | 11* | 0 | 5 | -2 | 3 |
| CC(CCc1ccccc1)NC(=O)C(Cc1ccccc1)NS(=O)(=O)c1cccs1 (centres undefined) | -0.9 | 7 | -1.2 | 0.7 | -1.4 | 0.5 | -4.3 | 9.8* | 3 | -7 | 3 |
| CCC(C)(C)NC(=O)C(c1ccc(C)cc1)N(CC1CCCO1)C(=O)c1csnn1 (centres undefined) | -1.2 | 2 | 3.9 | 0.8 | 0.1 | -0.4 | 0.0 | -5 | -8 | 3 | 2 |
| O=C(Nc1ccc(F)cc1)Oc1ccccc1N1CCOCC1 | -0.8 | 1 | 0.6 | -0.8 | -0.8 | -0.4 | -0.4 | -3 | -6 | 1 | -1 |

Source: PubChem BioAssay (The Scripps Research Institute Molecular Screening Center)
